PglD DTNB: C. jejuni PglD acetyltransferase inhibitors, primary screen, biochemical, DTNB colorimetric, single point. AID 602405, 2012. 360,000 tested, 0.098% active. inhibition, % at 12.5 µM. purified PglD enzyme, DTNB colorimetric CoA detection; in the data active = inhibition above about 16%, passing the limit was not always enough; inconclusive = no clear call, values can overlap the other calls; also: strong numbers were not always called active
E-selectin induc: E-selectin induction in HUVECs, primary screen, imaging, HUVEC, immunofluorescence imaging, single point. normalized: neutral wells 0, TNF-alpha wells 100. 260,000 tested, 0.37% active. activation, % at 7.58 µM. P16581. AID 686992, 2013;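 active = mean E-selectin-positive cell signal at least 10% of the positive control, reached in at least 60% of replicates, without over 20% cell loss; inconclusive = no rule given, readout overlaps actives, possibly toxicity-flagged; inactive = the rest, including those meeting only one limit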;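 also: in these data hits start at about 27%; measured in HUVEC primary endothelial cells; signal is the percent of cells scored E-selectin positive by PE staining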
Target sequence (P16581 whole entry, looked up): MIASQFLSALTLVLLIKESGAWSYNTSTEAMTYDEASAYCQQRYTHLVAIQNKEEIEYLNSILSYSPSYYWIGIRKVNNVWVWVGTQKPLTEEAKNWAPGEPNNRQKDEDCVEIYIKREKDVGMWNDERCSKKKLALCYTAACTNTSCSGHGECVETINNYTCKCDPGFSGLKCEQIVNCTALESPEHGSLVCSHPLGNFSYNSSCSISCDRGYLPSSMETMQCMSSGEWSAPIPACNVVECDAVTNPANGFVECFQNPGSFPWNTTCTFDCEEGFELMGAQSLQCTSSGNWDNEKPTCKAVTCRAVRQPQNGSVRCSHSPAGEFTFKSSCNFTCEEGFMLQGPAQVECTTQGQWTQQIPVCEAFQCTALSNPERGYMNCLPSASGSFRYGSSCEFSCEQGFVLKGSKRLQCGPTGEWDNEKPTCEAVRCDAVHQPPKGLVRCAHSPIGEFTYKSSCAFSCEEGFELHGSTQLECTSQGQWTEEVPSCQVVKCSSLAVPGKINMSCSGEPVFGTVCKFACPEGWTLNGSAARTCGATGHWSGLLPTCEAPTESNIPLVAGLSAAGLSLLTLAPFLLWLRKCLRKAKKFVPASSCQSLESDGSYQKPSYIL
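Read-out: % PE-positive cells | Test system: HUVEC | Doses: One compound dose added by pin transfer | Buffer or medium: EGM-2 over gelatin coat | Signal: Immunofluorescence imaging | Benchmarks: TNF-alpha, DMSO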
DENV2 CPE rescue: inhibitors of DENV2 cytopathic effect, primary screen, cell-based, plate reader, single concentration; DENV2-infected cells, cytopathic effect rescue; CPE inhibition, % at 9.99 µM; 350,000 tested, 1.7% active; in the data active = CPE inhibition above about 20%, passing the limit was not always enough; inconclusive = no clear call, values can overlap the other calls; tested in BHK-21 cells;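 also: 0% = median of neutral control wells and 100% = median of positive control wells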
Statin myotox sup: suppressors of statin myotoxicity in C2C12 myotubes, primary screen, cell-based, single point, plate reader; C2C12 myotubes + simvastatin, ATP luminescence, 48 h; scaled: DMSO 0, geranylgeraniol control 100; rescue of ATP level, % at 7.49 µM; 330,000 tested, 0.78% active; AID 602340, 2012;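 active = mean ATP rescue above about 67%, or every replicate alone reaching that limit, limit read from the data, passing the limit was not always enough; inconclusive = no clear call, values can overlap the other calls; inactive = mean under the limit and some replicate under it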;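 also: myotubes were challenged with 10 µM simvastatin during compound exposure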
S100A4 inh HTS: inhibitors of S100A4-myosin IIA peptide binding, primary screen, biochemical, fluorescence polarization, TAMRA-MyoIIA peptide; 360,000 tested, 0.14% active; AID 652163, 2013; inhibition, % at 10.7 µM;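 active = mean inhibition of at least 70% across replicates, with every replicate also reaching that level; inconclusive = mean inhibition reaches 70% but some replicates fall short; inactive = mean inhibition below 70%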
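assay system = human S100A4 monomer with TAMRA-labelled myosin IIA peptide | also added = labelled myosin peptide probe, 5 nM | incubation = 5 min between mix addition and reading | control set = DMSO and TFP controls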
SIRT5 inh: SIRT5 desuccinylase inhibitors, primary screen, biochemical, fluorescence imaging, single point, set 5; NAD-dependent protein deacylase sirtuin-5, mitochondrial (Homo sapiens), Q9NXA8; Purified SirT5, succinyl-peptide AMC, trypsin-coupled fluorescence; inhibition, % at 15 µM; 330,000 tested, 1.1% active; AID 652115, 2013; in the data active = inhibition above about 15%; inconclusive = no clear call, values can overlap the other calls
ERp5 block: inhibitors of ERp5-driven insulin aggregation, primary screen, biochemical, turbidity, absorbance 650 nm, single point | Protein disulfide-isomerase A6 (Homo sapiens), Q15084 | 90 min | inhibition, % at 9.99 µM | 350,000 tested, 0.05% active | AID 651711, 2012;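 active = mean replicate inhibition above about 25%, with every replicate also reaching it, limit read from the data, passing the limit was not always enough; inconclusive = only one of those two criteria met; inactive = neither criterion met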
Target sequence (Q15084 whole entry, looked up): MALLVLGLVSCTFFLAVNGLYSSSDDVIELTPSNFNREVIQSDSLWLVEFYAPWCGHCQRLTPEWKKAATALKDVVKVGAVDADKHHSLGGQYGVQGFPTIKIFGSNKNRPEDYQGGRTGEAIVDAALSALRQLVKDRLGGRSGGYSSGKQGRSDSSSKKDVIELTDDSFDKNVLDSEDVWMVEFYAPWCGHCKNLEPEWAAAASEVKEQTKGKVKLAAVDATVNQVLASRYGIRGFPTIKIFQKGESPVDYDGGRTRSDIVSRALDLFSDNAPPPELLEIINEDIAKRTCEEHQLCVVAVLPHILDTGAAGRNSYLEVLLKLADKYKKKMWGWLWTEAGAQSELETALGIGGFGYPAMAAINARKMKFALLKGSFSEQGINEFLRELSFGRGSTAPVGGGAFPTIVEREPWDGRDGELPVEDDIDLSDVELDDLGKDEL
* marks the source's active call; other numbers are inactive results; ? = inconclusive; . = no result given; & = joins results of further samples. Some of the compounds tested, so the mix of outcomes need not match the whole.

Results follow in this order: PglD DTNB	E-selectin induc	DENV2 CPE rescue	Statin myotox sup	S100A4 inh HTS	SIRT5 inh	ERp5 block
1) COc1ccc(OC)c(CNC(=O)C2CCN(S(C)(=O)=O)CC2)c1
→ .	.	3	.	4	-1	4
2) C[C@@H]1CN([C@H](C)CO)C(=O)Cc2cc(NS(=O)(=O)c3cn(C)cn3)ccc2O[C@@H]1CN(C)C(=O)Nc1cccc2ccccc12
→ 0	-2.8	-6	-6	2	-4	-3
3) COc1ccc2c3c(n(C)c2c1)[C@H](CO)N(C(=O)Nc1cccc(F)c1)CC31CN(Cc2nccs2)C1
→ .	-0.3	4	.	-4	3	-3
4) O=C(CSc1n[nH]c(-c2ccccc2Cl)n1)NC1CCCCC1
→ 2	.	7	-2	-3	-1	-3
5) COCc1nnc(NC(=O)c2ccc(OC)cc2OC)s1
→ .	-8.5	-3	.	-2	-1	1
6) O=C(CN=C1NS(=O)(=O)c2ccccc21)OCC(=O)c1cc(F)ccc1F
→ 5	.	-6	9	4	-1	4
7) C[C@@H]1CN([C@@H](C)CO)C(=O)c2cc(NC(=O)c3ccncc3)ccc2O[C@@H]1CN(C)C(=O)Nc1ccccc1
→ -2	17	-1	-4	-5	0	-1
8) CCOCCCNCC(=O)Nc1cc(S(=O)(=O)N2CCOCC2)ccc1N1CCOCC1
→ 2	0.3	11	-2	-1	-3	2
9) Cn1c(=O)c(C(=O)c2ccccc2)c(O)c2ccccc21
→ 1	.	-1	.	2	-3	-2
10) C=CC[n+]1c(-c2ccc(Cl)cc2Cl)csc1Nc1c(C)n(C)n(-c2ccccc2)c1=O
→ -2	6.0	?	19	12	-3	5
11) CCCC1CCC(=NNC(=O)CNc2ccc(OC)cc2)CC1 (stereo not drawn)
→ .	-0.3	1	.	7	-4	7
12) COc1ccc(NC(=O)Nc2cccc3c2O[C@@H](CN(C)S(=O)(=O)c2cn(C)cn2)[C@H](C)CN([C@@H](C)CO)C3=O)cc1
→ 7	.	?	.	-118	4	-2
13) Cc1cc(C(=O)NCC(C)(C)N2CCOCC2)c(C)o1
→ .	-0.1	0	-16	-10	-4	3
14) Cc1ccc(-c2[nH]c3ccccc3c2SCCNC(=O)c2cc3ccccc3oc2=O)cc1
→ 2	0.9	10	0	3	0	-2
15) CCN(CC)CCn1c(O)c(N=O)c2ccccc21
→ 1	.	-12	55	-3	-7	0
16) C[C@H](NC(=O)C[C@@H]1C=C[C@@H](NC(=O)Cc2ccccn2)[C@H](CO)O1)c1ccccc1
→ 2	-0.2	-7	1	2	2	1
17) COc1ccc(NC(=O)CC2Oc3ccc(C)cc3NC2=O)cc1 (stereo not drawn)
→ 5	1.0	4	5	-11	.	0
18) C=CCNc1nc(NCCOc2ccccc2Cl)c2sc(-c3ccccc3)cc2n1
→ 0	0.8	3	-47	-8	-5	0
19) CCCC(=O)N1CC2(C1)CN(C(=O)CC)[C@@H](CO)c1c2c2ccc(OC)cc2n1C
→ .	0.4	-1	.	4	-5	-4
20) Cc1nc2nc(-c3ccc(F)cc3)cn2nc1C
→ .	0.5	16	.	-12	6	1

Nine entries out of the list, arranged by length of the SMILES, largest number first:
Results follow in this order: PglD DTNB	E-selectin induc	DENV2 CPE rescue	Statin myotox sup	S100A4 inh HTS	SIRT5 inh	ERp5 block
12) COc1ccc(NC(=O)Nc2cccc3c2O[C@@H](CN(C)S(=O)(=O)c2cn(C)cn2)[C@H](C)CN([C@@H](C)CO)C3=O)cc1
→ 7	.	?	.	-118	4	-2
7) C[C@@H]1CN([C@@H](C)CO)C(=O)c2cc(NC(=O)c3ccncc3)ccc2O[C@@H]1CN(C)C(=O)Nc1ccccc1
→ -2	17	-1	-4	-5	0	-1
10) C=CC[n+]1c(-c2ccc(Cl)cc2Cl)csc1Nc1c(C)n(C)n(-c2ccccc2)c1=O
→ -2	6.0	?	19	12	-3	5
6) O=C(CN=C1NS(=O)(=O)c2ccccc21)OCC(=O)c1cc(F)ccc1F
→ 5	.	-6	9	4	-1	4
4) O=C(CSc1n[nH]c(-c2ccccc2Cl)n1)NC1CCCCC1
→ 2	.	7	-2	-3	-1	-3
17) COc1ccc(NC(=O)CC2Oc3ccc(C)cc3NC2=O)cc1 (stereo not drawn)
→ 5	1.0	4	5	-11	.	0
9) Cn1c(=O)c(C(=O)c2ccccc2)c(O)c2ccccc21
→ 1	.	-1	.	2	-3	-2
5) COCc1nnc(NC(=O)c2ccc(OC)cc2OC)s1
→ .	-8.5	-3	.	-2	-1	1
20) Cc1nc2nc(-c3ccc(F)cc3)cn2nc1C
→ .	0.5	16	.	-12	6	1

Later entries
Results follow in this order: PglD DTNB	E-selectin induc	DENV2 CPE rescue	Statin myotox sup	S100A4 inh HTS	SIRT5 inh	ERp5 block
21) Cc1cc(C)n(CCc2nc(-c3ccc(-c4ccccc4)cc3)cs2)n1
→ 0	-1.3	6	-6	-2	0	1
22) O=C(NC(Cc1ccccc1)C(=O)O)NC12CC3CC(CC(C3)C1)C2 (stereo not drawn)
→ 2	0.1	3	2	-3	-2	0
23) C[C@@H]1CN([C@H](C)CO)C(=O)c2cccc(NC(=O)C3CCCCC3)c2O[C@@H]1CN(C)CC1CC1
→ 4	0.1	-1	-2	-11	21*	10
24) COC(=O)C1CCN(CC(=O)NC(=O)Nc2ccccc2F)CC1
→ -4	1.8	8	11	-2	-3	-3
25) CCCC#Cc1ccc([C@@H]2[C@@H](CO)N3CCCCN(Cc4cncnc4)C[C@H]23)cc1
→ 5	0.0	.	.	.	0	3
26) CN1CCN(c2nc(NCc3ccco3)nc(N)c2[N+](=O)[O-])CC1
→ .	.	-1	2	0	1	4
27) CC(=O)Nc1ccc(SCc2csc(C)n2)cc1
→ 4	0.0	-3	32	-20	-1	0
28) CC(=O)c1c(C)[nH]c2ccccc2c1=O
→ -5	.	.	-2	-4	-7	7
29) CCOc1cc(C(=O)OCC(=O)c2cc(C)n(CC3CCCO3)c2C)ccc1OCC(=O)N1CCOCC1 (stereo not drawn)
→ -6	.	-3	11	4	1	-5
30) CCOC(=O)C1=C(COC(=O)COc2ccc(C#N)cc2)NC(=O)NC1C (stereo not drawn)
→ -3	-0.2	9	5	2	-1	-1
31) CCN(CC)C(=O)CSc1nnc(CNc2ccc(F)cc2)n1-c1ccccc1
→ 2	.	4	-3	-5	-2	-3
32) CCOC(=O)C(Cc1ccccc1)NC(=O)CCc1c(C)nc2ncnn2c1C (stereo not drawn)
→ 1	-2.4	.	8	.	.	.
33) CCO[C@H]1OC(C(=O)NCc2nc3ccccc3[nH]2)=C[C@@H](c2ccc(C(F)(F)F)cc2)[C@@H]1CCCO
→ 8	0.2	1&-6	7	26&-6	-1&-2	-8&-3
34) COc1ccc(CCNC(=O)c2nnn(CC(=O)Nc3c(C)cc(C)cc3C)c2N)cc1OC
→ -4	.	?	11	-5	-1	-9
35) CCCOC(=O)c1ccc(NC(=O)c2c(Cl)ccc(Cl)c2OC)cc1
→ .	-0.3	10	.	-1	-5	4
36) C[C@@H]1CN([C@H](C)CO)C(=O)c2cc(C#Cc3cccc(F)c3)cnc2O[C@H]1CN(C)C(=O)c1ccccc1F
→ 4	-0.4	1	20	-53	7	5
37) Cn1ccnc1SCC(=O)c1cccc(C(F)(F)F)c1
→ 0	0.1	12	1	-13	-4	4
38) O=C(Nc1ccc2c(c1)OCO2)c1ccc(Br)o1
→ 0	.	-4	29	-5	1	-6
39) COc1ccc2c3c([nH]c2c1)[C@@H](CO)N(C(=O)c1ccncc1)CC31CN(C(=O)c2ccncc2)C1
→ .	0.2	-4	.	-5	.	4
40) CCC(=O)N(C)C[C@H]1Oc2cc(-c3ccccc3OC)ccc2S(=O)(=O)N([C@@H](C)CO)C[C@H]1C
→ 2	-0.1	6	-19	4	-3	-4

Results follow in this order: PglD DTNB	E-selectin induc	DENV2 CPE rescue	Statin myotox sup	S100A4 inh HTS	SIRT5 inh	ERp5 block
41) CCOC(=O)c1[nH]c(C(=O)O)c(OC(=O)CC)c1C
→ .	.	9	-14	3	-2	3
42) COc1ccc(C(C)(O)c2nc(-c3cccs3)cs2)cc1 (stereo not drawn)
→ -1	1.7	3	6	182*	-1	7
43) O=C(c1c(F)cccc1F)N1CCN(c2ncc(Br)cn2)CC1
→ 0	-0.1	7	-8	-1	-2	5
44) COc1ccc2c3c([nH]c2c1)[C@H](CO)N(C(=O)c1ccccc1)CC31CCN(C)CC1
→ .	-0.4	11	.	11	9	1
45) CN1/C(=C/C=C(C#N)C#N)C=Cc2ccccc21
→ .	.	0	-2	21	1	3
46) CCOC(=O)/C=C1\SCC(=O)N1CC(=O)NC1CCCCC1
→ 1	.	3	2	2	1	-1
47) O=C(NCC1CC1)Nc1cccc(C(F)(F)F)c1
→ -2	.	1	0	-2	-2	4
48) CCOc1ccc(C(=O)COC(=O)c2cc([N+](=O)[O-])ccc2N2CCOCC2)cc1
→ .	-0.3	6	.	3	0	-2
49) COCCCN(CC(=O)Nc1ccc(N2CCOCC2)cc1)S(=O)(=O)c1ccc(C)cc1
→ 4	0.0	-10	-2	1	0	-2
50) CC(C)c1ccc(S(=O)(=O)N2CCN(C(=O)CN3C(=O)c4ccccc4C3=O)CC2)cc1
→ -3	-0.1	-4	-8	-2	.	1
51) O=C(c1[nH]c(C(F)(F)F)nc1-c1ccccc1)N1CCN(CCN2CCOCC2)CC1
→ -5	0.0	-3	-3	11	5	4
52) CN1C(=O)c2cc(NC(=O)C3CCOCC3)ccc2OC[C@H]2O[C@H](CC(=O)NC3CCCC3)CC[C@@H]21
→ 0	0.1	8	14	4	-1	0
53) CN1N=C(/C=C/c2ccccc2)CCC1=O
→ .	.	-1	.	0	0	2
54) Cc1ccc(S(=O)(=O)Nc2ccc3c(c2)C(=O)N([C@@H](C)CO)C[C@@H](C)[C@H](CN(C)S(C)(=O)=O)OCCCC[C@@H](C)O3)cc1
→ 2	1.7	2	.	2	1	2
55) COc1ccc(-c2nnn(CC(=O)N(CCN3CCOCC3)C(C(=O)NC3CCCC3)c3ccco3)n2)cc1 (stereo not drawn)
→ .	1.7	11	.	-2	-1	-8
56) CCCCCCCCc1nc(SCC(C)=O)n[nH]1
→ .	8.8	3	.	-3	-3	5
57) CN1CCN(C(=O)C[C@H]2CC[C@H]3[C@@H](COC[C@@H](O)CN3C(=O)C3CC3)O2)CC1
→ 4	0.1	4	-2	2	-4	-2
58) Cc1ccc(C(=O)NCC(=O)OCc2c(F)cccc2Cl)s1
→ -1	-1.9	?	0	0	0	1

Compound activity from PubChem.
